GAA glycogen: GAA glycogen-cleavage inhibition or activation; Potency, µM (doses to about 76.4 µM), inactives show at the top dose activity change, negative = inhibition, most hits filed as inhibitors; recombinant GAA, glycogen substrate, Amplex Red glucose oxidase fluorescence; 300,000 compounds, 0.38% hits; P10253;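 note: 0% = full enzyme reaction and -100% = no-enzyme basal signal; the screen sought inhibitors and activators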
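Natural-substrate format: glycogen cleavage by 4 nM human enzyme, glucose read by Amplex Red coupling (Ex 573, Em 610 nm). Normalized to enzyme and no-enzyme controls.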
GAA inh: alpha-glucosidase (human) inhibition; purified human GAA, 4-MU-alpha-glucoside fluorescence; Potency, µM (top dose mostly 76.9 µM), without a hit: at the top dose activity change, negative = inhibition, usual class: inhibitors; 200,000 compounds, 0.005% hits; AID 1466;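 note: plate controls were uninhibited enzyme wells for no effect and no-enzyme background for full effect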
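Endpoint fluorogenic read: 20 min room-temperature reaction of 4 nM human alpha-glucosidase with 400 uM 4-methylumbelliferyl-alpha-D-pyranoside, pH 5.0, quenched with 1M NaOH/1M glycine pH 10. AC50 from Hill modeling.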
HTT cytoprotect: protects HTT-Q103 PC12 cells, measured by ATP | PC12 HTT-Q103 induced, cytoprotection, ATP luminescence, 40 h | Potency, µM (highest dose often 56.4 µM), inactives show cytoprotection (ATP increase), hits mostly activators | 230,000 compounds, 0.14% hits | AID 1471;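 note: % of control where 0% means no effect; nearly all actives have a fitted effect of over 45% in size; toxic huntingtin expression switched on by the ecdysone agonist tebufenozide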
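ATP quantification (ATPlite) reports survival of PC12 cells in which tebufenozide, 100 nM final, switches on Htt exon 1 with 103 glutamines linked to GFP; compounds are titrated.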
Tau fibril FP: blocks human tau fibril formation measured by polarization | Potency, µM (titrated, usually from 57.7 µM), without a hit: at the top dose activity, negative = inhibition, usual class: inhibitors | K18 P301L tau heparin fibrillization, Alexa594 FP, 6 h | AID 1468 | 280,000 compounds, 0.39% hits | P10636; note: % is set by controls: 0 for no effect and ±100 for the full control effect; nearly all actives have a fitted effect of over 55% in size
Target sequence (P10636 561-689 P618L limits assumed): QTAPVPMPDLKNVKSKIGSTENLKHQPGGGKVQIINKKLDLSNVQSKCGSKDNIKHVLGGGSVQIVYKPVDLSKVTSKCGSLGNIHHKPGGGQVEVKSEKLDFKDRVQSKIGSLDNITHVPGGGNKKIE
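Human tau K18 […] P301L fragment, 15 uM unlabeled plus 0.24 uM Alexa 594-labeled tau (final), with compound and 20 uM heparin in 100 mM sodium acetate pH 7; 6 hr at 37 C, then Alexa 594 FP read.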
Tau ThT inhib: blocks human tau fibril formation measured by thioflavin T; recombinant tau K18 P301L, heparin-induced fibrillization, ThT fluorescence; Potency, µM (titrated, usually from 57.4 µM), for inactives: at the highest dose activity, negative = inhibition, hits mostly inhibitors; 270,000 compounds, 2.1% hits; note: % is set by controls: 0 for no effect and ±100 for the full control effect; nearly all actives have a fitted effect of over 55% in size
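ThT emission at 510 nm, taken 1 hr after adding 30 uM dye, quantifies aggregates formed when 20 uM heparin acts on human tau K18 P301L for 6 hr at 37 C.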
GLA spleen mod: inhibitors or activators of human alpha-galactosidase in spleen homogenate | human spleen homogenate, 4MU-alpha-Gal fluorescence, 40 min | Potency, µM (top dose mostly 80 µM), inactives show top-dose activity change, negative = inhibition, usual class: inhibitors | 240,000 compounds, 0.008% hits;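 note: 0% = enzyme with vehicle and -100% = no enzyme basal signal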
Target sequence (P06280 32-429 limits assumed): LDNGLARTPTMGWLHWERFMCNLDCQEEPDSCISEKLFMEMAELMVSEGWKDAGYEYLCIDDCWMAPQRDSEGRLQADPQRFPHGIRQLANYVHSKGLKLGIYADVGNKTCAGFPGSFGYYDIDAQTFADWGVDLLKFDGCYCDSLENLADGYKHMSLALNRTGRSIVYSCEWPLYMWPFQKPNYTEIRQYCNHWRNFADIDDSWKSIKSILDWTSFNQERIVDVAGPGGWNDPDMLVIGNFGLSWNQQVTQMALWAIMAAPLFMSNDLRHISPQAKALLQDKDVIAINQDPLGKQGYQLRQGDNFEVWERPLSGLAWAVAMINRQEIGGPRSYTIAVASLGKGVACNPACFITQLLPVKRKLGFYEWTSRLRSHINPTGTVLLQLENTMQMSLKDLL
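Human spleen homogenate (1 ug) as enzyme source, 4-methylumbelliferyl-alpha-D-galactopyranoside 1 mM final, citrate/phosphate pH 5.0 with 0.01% Tween-20. Compounds 40 min at 37C, NaOH/glycine stop; fluorescence Ex 365/Em 440, Hill-fit AC50.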
GAA spleen mod: inhibits or activates alpha-glucosidase in human spleen homogenate; P10253; human spleen homogenate, 4-MU-alpha-glucoside fluorescence; Potency, µM (series often up to 79.9 µM), inactives show at the highest dose activity change, negative = inhibition, actives largely listed as inhibitors; 240,000 compounds, 0.006% hits;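 note: 0% = enzyme with vehicle and -100% = no enzyme basal signal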
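AC50 values come from Hill-equation fits of concentration-response data, normalized to no-enzyme and full-activity controls. Enzyme source: 1 ug human spleen homogenate; 1 mM fluorogenic 4-MU glucoside, pH 5.0 citrate buffer, 37 C, 40 min.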
Tau fluor cs: counter-screen for tau fibril formation inhibitors. tau K18 P301L (four-repeat tau fragment) Alexa594 fluorescence, heparin fibrillization. 280,000 compounds, 0.93% hits. Potency, µM (titrated, usually from 57.7 µM), for inactives: at the top dose activity change, negative = decrease; note: % is set by controls: 0 for no effect and ±100 for the full control effect; nearly all actives have a fitted effect of over 55% in size
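Human K18 P301L tau (15 uM unlabeled plus 0.24 uM Alexa 594-labeled, final) in 100 mM sodium acetate pH 7 was mixed with compound and 20 uM heparin and incubated 6 hr at 37 C.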
An asterisk follows results filed as active; ? = inconclusive; . = not tested or not shown; [ ] = dose if it differs, or a comment. Calls come from the whole dose curve; as a rule, active = well fitted curve in the direction sought with a large enough effect; inconclusive = small, poorly fitted or top-dose-only effect, or another doubt; inactive = no such curve, though single readings can be large; an effect the other way counts as inactive or inconclusive. Potency is the fitted concentration of half-maximal effect. Compounds were not picked by outcome; about 3.3% have a hit in one of these screens.

Molecule	GAA glycogen	GAA inh	HTT cytoprotect	Tau fibril FP	Tau ThT inhib	GLA spleen mod	GAA spleen mod	Tau fluor cs
CCOc1ccccc1CN1CCN(Cc2ccon2)CC1CCO (stereo unspecified)	-2%	.	17%[10 µM]	2%	-10%	-8%	-11%	-9%
COC(=O)C/C=C1\c2ccc3c(c2[C@@H](OC)[C@@H]1C)OCO3	.	.	?	11%	-11%	-3%	-5%	-6%
Cc1csc(NC(=O)CSc2nnc(CCNC(=O)c3ccc(Cl)c(Cl)c3)n2C)n1	3%	4%	18%[10 µM]	-14%	-7%	3%	-2%	-20%
CN(C(=O)c1oc(=O)c2ccccc2c1-c1ccccc1)c1cccc(Cl)c1	6%[76.3 µM]	.	.	3%	-10%	.	.	-14%
Cc1ccc(NC(=O)C(C)Sc2nc(-c3ccccc3)c(C#N)c(=O)[nH]2)c(C)c1 (stereo unspecified)	1%[76.3 µM]	.	.	0%	0%	.	.	-2%
c1ccc2c(N3CCCCCC3)nc(-c3ccncc3)nc2c1	3%	-12%	-11%	-5%	?	4%	1%	-23%
O=C(CSc1nc(Cc2ccccc2)nc2ccccc12)c1ccc2c(c1)OCCO2	-1%	-4%	-5%[10 µM]	-16%	-16%	-4%	-5%	?
O=C1CCC([N+](=O)[O-])C(c2ccccc2Cl)N1 (stereo unspecified)	7%	?	2%	9%	-3%	4%	2%	0%
CCCCCCCCCCCCCCC(C(=O)OC)C(O)(CC(=O)OC)C(=O)OC (stereo unspecified)	.	.	.	5%	-21%	-1%	2%	-9%
COc1ccc(CN2CCN(S(=O)(=O)c3ccc(C)cc3)CC2)cc1Br	-7%	-12%	5%	-8%	-7%	-1%	1%	-25%
Cc1cc(C)cc(Nc2nc3c(S(=O)(=O)c4cccc(Cl)c4)nnn3c3ccsc23)c1	40µM*	.	.	-11%	1%	.	.	-8%
COCCNC(=O)Cn1nc(C(F)(F)F)c(Cl)c1C	-11%	-2%	-18%[10 µM]	-2%	16%	-1%	-5%	8%
COCc1cc(/C=N\NC(=O)COc2ccccc2)ccc1OC	3%	-11%	-1%[10 µM]	0%	-13%	1%	-2%	-7%
COc1ccc2[nH]cc(CCNC(=O)Nc3cc(C)cc(C)c3)c2c1	-10%[76.3 µM]	.	.	12%	-17%	.	.	?
CCC(C)(C)C1CCc2c(sc(NC(=O)c3cccs3)c2C(N)=O)C1 (stereo unspecified)	-4%	-13%	9%	-1%	-7%	0%	-1%	-24%
Cc1cc(NC(=O)c2c(F)cccc2F)n(-c2nc3ccccc3[nH]2)n1	-2%	-9%	-71%[inhibitor]	?	-1%	10%	1%	?
COc1ccc(-c2cc(N3C(=O)Nc4ccccc4N3O)n[nH]2)c(OC)c1	-8%	-4%	3%[10 µM]	5%	-5%	2%	4%	4%
O=C(NNC(=O)C(O)(c1ccccc1)c1ccccc1)C1CC1	-1%	-2%	-11%	-2%	0%	1%	-4%	1%
Cc1ccc(S(=O)(=O)CCC(=O)NCc2ccco2)cc1	3%	5%	8%	-10%	-20%	0%	-2%	-8%
O=C(NC1CCCCC1)NC1CCN(C(=S)NCc2ccco2)CC1	0%	-5%	-6%	2%	-10%	-3%	-1%	-7%
C/C(CC(=O)NCc1ccco1)=N\NC(=O)Cc1cccc2ccccc12	5%	5%	-10%	3%	-12%	4%	0%	-3%
COc1cccc(CNc2ccc(F)c(Cl)c2)c1OC	-5%	-1%	-19%	5%	?	-3%	-1%	?
CN(CC#CCC(c1ccccc1)c1ccccc1)C(C)(C)C	9%	?	7%	-3%	-7%	2%	0%	-2%
O=C(N/N=C/C=C/c1ccccc1)c1ccccn1	?	.	4%[10 µM]	-4%	?	5%	-3%	-4%
Cn1c(=O)[nH]c(=O)c2c1nc([N+](=O)[O-])n2Cc1ccccc1	0%	.	-97%[inhibitor][10 µM]	?	?	-2%	-2%	-14%
COC(=O)[C@@H](c1ccccc1Cl)N1CCc2sccc2C1	.	.	-21%	-5%	-12%	-9%	3%	-5%
COc1ccc(NC(=O)Nc2ccccc2F)cc1	0%	2%	-71%[inhibitor]	2%	-12%	4%	4%	-21%
CC1CCN(CCOc2ccccc2-c2ccccc2)CC1	2%	-11%	36%[10 µM]	-2%	13%	-8%	-4%	12%
CCc1cc2c(C)cc(=O)oc2cc1Oc1ncccc1[N+](=O)[O-]	-6%	-5%	0%[10 µM]	-1%	12%	5%	-7%	10%
Cc1ccc(S(=O)(=O)N2CCCCC2)cc1NC(=O)CSc1nccn1C	0%	-14%	.	9%	10%	-5%	6%	6%

Reprinted at random: 6 records from the list, in no set order.
Molecule	GAA glycogen	GAA inh	HTT cytoprotect	Tau fibril FP	Tau ThT inhib	GLA spleen mod	GAA spleen mod	Tau fluor cs
Cc1ccc(S(=O)(=O)N2CCCCC2)cc1NC(=O)CSc1nccn1C	0%	-14%	.	9%	10%	-5%	6%	6%
C/C(CC(=O)NCc1ccco1)=N\NC(=O)Cc1cccc2ccccc12	5%	5%	-10%	3%	-12%	4%	0%	-3%
c1ccc2c(N3CCCCCC3)nc(-c3ccncc3)nc2c1	3%	-12%	-11%	-5%	?	4%	1%	-23%
CN(CC#CCC(c1ccccc1)c1ccccc1)C(C)(C)C	9%	?	7%	-3%	-7%	2%	0%	-2%
Cn1c(=O)[nH]c(=O)c2c1nc([N+](=O)[O-])n2Cc1ccccc1	0%	.	-97%[inhibitor][10 µM]	?	?	-2%	-2%	-14%
O=C1CCC([N+](=O)[O-])C(c2ccccc2Cl)N1 (stereo unspecified)	7%	?	2%	9%	-3%	4%	2%	0%

The results go on:
Molecule	GAA glycogen	GAA inh	HTT cytoprotect	Tau fibril FP	Tau ThT inhib	GLA spleen mod	GAA spleen mod	Tau fluor cs
CC(NS(C)(=O)=O)C(c1cccs1)N1CCN(C)CC1 (stereo unspecified)	.	?	60%[10 µM]	-9%	-1%	6%	4%	-9%
CCN(CC)CCN1C(=O)C(=O)/C(=C(/O)c2ccc(F)cc2)C1c1cccnc1 (stereo unspecified)	-13%	1%	21%[10 µM]	?	0%	2%	-3%	-9%
Cc1ccc(/C=C2\CCC(C3CCCC3)C2=O)cc1 (stereo unspecified)	-13%	-13%	4%[10 µM]	-3%	?	2%	4%	-9%
O=C1c2cccc3cccc(c23)N1CN1CCN(c2ccccn2)CC1	0%	-4%	-13%[10 µM]	-2%	2%	-1%	0%	-8%
CC(CC(=O)O)C(=O)c1ccc(Cl)c([N+](=O)[O-])c1 (stereo unspecified)	7%	6%	?	-1%	-1%	-2%	-1%	7%
Cc1cccc(NC(=O)c2ccc(COc3ccc(Cl)cc3Cl)o2)n1	-2%	?	-19%	-9%	?	6%	-5%	-27%
c1ccc(-c2nnc3sc(CN4CCc5ccccc54)cn23)cc1	-27%	3%	-5%	0%	5%	4%	-3%	-2%
CCC(=O)N1c2ccc(S(=O)(=O)N3CCC(C)CC3)cc2CC1C (stereo unspecified)	-8%[76.3 µM]	.	.	-7%	-5%	.	.	-14%
COc1ccc(-c2nnc(SCc3ccccc3F)o2)cc1OC	-6%	-5%	-25%[10 µM]	5%	-2%	3%	2%	-6%
CCOc1ccc(NC(=O)NCCN2C(C)CCCC2C)cc1 (stereo unspecified)	9%	-3%	-45%	11%	-17%	-11%	-6%	-14%
COc1ccc(-c2nc(NC(C)=O)sc2-c2ccc(OC)cc2)cc1	1%	?	?	-16%	-16%	5%	4%	?
COc1ccc2cc(CCNC(=O)c3ccc(Br)o3)c(=O)[nH]c2c1	2%	1%	11%[10 µM]	-10%	?	3%	-20%	-7%
Cc1cc(C)cc(NC(=O)C2CC(=O)N(c3ccccc3)C2)c1 (stereo unspecified)	-14%[76.3 µM]	.	.	-2%	-11%	.	.	-24%
Cc1ccccc1/C=N/NC(=O)c1sccc1C	-5%	-3%	.	-3%	-8%	5%	0%	-7%
CCC(c1n[nH]c(=S)n1-c1ccccc1)N(C)C (stereo unspecified)	-20%	?	6%[10 µM]	0%	-9%	5%	2%	-6%
CCN=c1scc(-c2ccccc2)n1/N=C/c1ccccn1	-5%	-8%	-34%[10 µM]	?	?	1%	-6%	-23%
Cc1cccc2cc(COC(=O)c3cccs3)c(=O)[nH]c12	-7%	-8%	26%[10 µM]	-9%	-5%	7%	5%	-1%
CCCCC(=O)Nc1cc(C)c(O)c(-c2nc3ncccc3o2)c1	-6%[76.3 µM]	.	.	0%	-3%	.	.	-8%
CC(C)c1ccccc1-n1c(SCC(=O)N2CCc3ccccc3C2)nc2ccccc2c1=O	4%	3%	3%[10 µM]	10%	11%	6%	0%	9%
Cc1ccc2c(c1)c(=O)c1ccccc1n2CCCC(=O)Nc1ccc(Cl)c(Cl)c1	17%[76.3 µM]	.	.	?	10%	.	.	-22%
COc1ccc(OCc2nn3c(Cn4cnc5ccccc54)nnc3s2)cc1	1%	8%	-31%	-1%	-13%	2%	3%	-5%
COCCN(CCOC)S(=O)(=O)c1ccc(C(=O)Nc2nc(C)c(C(C)=O)s2)cc1	-4%	-12%	-12%	2%	-2%	11%	4%	-2%
Cc1cnc(C(=O)OCC(=O)Nc2ccc(C)c(S(=O)(=O)N3CCCCC3)c2)cn1	10%	-6%	2%[10 µM]	-8%	2%	-9%	-5%	-7%
O=C(NCc1ccccn1)c1ccc2ccccc2n1	-17%	2%	-13%	1%	-3%	-4%	-5%	-2%

Assay outcomes (PubChem BioAssay)
